INS-1E rescue: preserves ATP levels in cytokine-treated INS-1E cells. INS-1E cytokine-induced death, ATP luminescence, 48 h; normalised: neutral wells 0, positive control 100. protection from cytokine-induced ATP loss, % at 10 µM. actives 0.1% (n = 20,000);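 active = mean replicate protection from cytokine-induced ATP loss at least 50% and at least 75% of replicates each reaching 50%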
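Test system: INS-1E rat cells | Quantity: 8000 cells per well | Medium: Phenol-red-free RPMI with 5% fetal bovine serum | Reagent: Cytokine cocktail of IFN-γ, TNF-α and IL-1β | Doses: One compound concentration, pin transfer | Timing: 48 h co-treatment, 10 min post-lysis read | Technique: Luminescent ATP assay (CellTiter-Glo)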
T cruzi HTS: blocks T. cruzi growth inside host cells; intracellular Trypanosoma cruzi in host cells, plate reader; activity score (inhibition), % at 5.01 µM; actives 4.9% (n = 22,000); AID 651903; in the data active = activity score above about 55%;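 also: parasites and compound incubated about four days before reading; 0% = median of neutral control wells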
Numbers without * were called inactive; . = not tested or not shown. Some of the compounds tested. The share of hits here may be higher or lower than overall.

Below each SMILES: INS-1E rescue	T cruzi HTS
1. COc1ccc(S(=O)(=O)Nc2ccc3c(c2)C(=O)N([C@H](C)CO)C[C@@H](C)[C@@H](CN(C)S(C)(=O)=O)O3)cc1
    5	-20
2. C[C@H](CO)N1C[C@H](C)[C@@H](CN(C)S(=O)(=O)c2ccccc2)Oc2ccc(NC(=O)CCCCCC(=O)Nc3ccccc3N)cc2C1=O
    12	0
3. C[C@@H]1CN([C@@H](C)CO)C(=O)Cc2cc(NC(=O)Cc3ccccc3)ccc2O[C@@H]1CN(C)Cc1ccc2c(c1)OCO2
    1	32
4. C[C@H]1CN([C@@H](C)CO)C(=O)Cc2cc(NS(=O)(=O)c3ccc(F)cc3)ccc2O[C@H]1CN(C)Cc1ccncc1
    7	-5
5. COc1ccc(NC(=O)N(C)C[C@@H]2OCc3cn(nn3)CCCC(=O)N([C@H](C)CO)C[C@H]2C)cc1
    .	-10
6. C[C@H]1CN([C@@H](C)CO)C(=O)c2cccc(NC(=O)C3CC3)c2O[C@H]1CN(C)S(=O)(=O)c1cn(C)cn1
    11	-13
7. CCCN(C)C[C@H]1OCCCC[C@@H](C)Oc2ccc(NC(=O)c3ccncc3)cc2C(=O)N([C@H](C)CO)C[C@@H]1C
    10	7
8. C[C@H]1CN([C@@H](C)CO)C(=O)c2cc(NC(=O)Nc3ccc(C(F)(F)F)cc3)ccc2O[C@H]1CN(C)Cc1ccc(Oc2ccccc2)cc1
    -41	80*
9. C[C@@H]1CN([C@@H](C)CO)C(=O)c2cc(NC(=O)Nc3ccccc3)ccc2O[C@@H]1CN(C)S(=O)(=O)c1cn(C)cn1
    -1	-12
10. C[C@H](CO)N1C[C@H](C)[C@H](CN(C)Cc2ccccc2)Oc2ccc(NC(=O)Cc3cn(C)c4ccccc34)cc2C1=O
    -9	-9

Entries of single compounds from above:
COc1ccc(S(=O)(=O)Nc2ccc3c(c2)C(=O)N([C@H](C)CO)C[C@@H](C)[C@@H](CN(C)S(C)(=O)=O)O3)cc1 is listed with INS-1E rescue: 5; T cruzi HTS: -20
C[C@H](CO)N1C[C@H](C)[C@H](CN(C)Cc2ccccc2)Oc2ccc(NC(=O)Cc3cn(C)c4ccccc34)cc2C1=O is listed with INS-1E rescue: -9; T cruzi HTS: -9

(more compounds)
Below each SMILES: INS-1E rescue	T cruzi HTS
11. COc1ccc(NC(=O)Nc2ccc3c(c2)C(=O)N([C@H](C)CO)C[C@@H](C)[C@H](CN(C)S(=O)(=O)c2ccc(C)cc2)O3)cc1
    -2	15
12. C[C@H](CO)N1C[C@H](C)[C@H](CN(C)CC2CCCCC2)Oc2c(NC(=O)Nc3ccccc3)cccc2C1=O
    -38	11
13. COc1ccc(CN(C)C[C@H]2Oc3ccc(NS(=O)(=O)c4cn(C)cn4)cc3C(=O)N([C@H](C)CO)C[C@@H]2C)cc1
    9	-12
14. C[C@@H]1CN([C@@H](C)CO)C(=O)c2cc(N(C)C)ccc2O[C@@H]1CN(C)S(=O)(=O)c1ccc(Cl)cc1
    2	21
15. COc1ccc(NC(=O)Nc2cccc3c2O[C@@H](CN(C)Cc2ccc(Cl)c(Cl)c2)[C@@H](C)CN([C@@H](C)CO)C3=O)cc1
    -3	-18
16. C[C@H](CO)N1C[C@H](C)[C@@H](CN(C)Cc2ccc3c(c2)OCO3)Oc2c(NS(=O)(=O)c3ccc(Cl)cc3)cccc2C1=O
    10	58*
17. C[C@H](CO)N1C[C@H](C)[C@H](CN(C)C(=O)Nc2ccc(F)cc2)Oc2ccc(N(C)C)cc2CC1=O
    3	-10
18. COc1ccc(NC(=O)N(C)C[C@H]2Oc3ccc(NS(C)(=O)=O)cc3C(=O)N([C@@H](C)CO)C[C@H]2C)cc1
    11	-10
19. C[C@@H]1CN([C@H](C)CO)C(=O)c2cccc(NC(=O)Nc3cccc4ccccc34)c2O[C@@H]1CN(C)Cc1ccccc1
    -13	1
20. C[C@H](CO)N1C[C@H](C)[C@H](CN(C)Cc2ccncc2)Oc2ccc(NC(=O)Cc3cn(C)c4ccccc34)cc2C1=O
    -2	21
21. C[C@H](CO)N1C[C@H](C)[C@@H](CN(C)C(=O)Nc2ccc3c(c2)OCO3)Oc2c(NC(=O)C3CCOCC3)cccc2C1=O
    12	13
22. C[C@@H]1CN([C@H](C)CO)C(=O)Cc2cc(NC(=O)c3ccncc3)ccc2O[C@@H]1CN(C)Cc1ccc(Oc2ccccc2)cc1
    -32	8
23. C[C@@H]1CCCCO[C@H](CN(C)Cc2ccc(C(F)(F)F)cc2)[C@@H](C)CN([C@H](C)CO)C(=O)c2cc(NC(=O)Cc3ccccc3)ccc2O1
    4	5
24. Cc1ccc(S(=O)(=O)N(C)C[C@H]2Oc3ccc(NC(=O)CCN4CCOCC4)cc3C(=O)N([C@H](C)CO)C[C@@H]2C)cc1
    5	-8
25. CC(C)NC(=O)Nc1cccc2c1O[C@@H](CN(C)S(=O)(=O)c1ccc(F)cc1)[C@@H](C)CN([C@H](C)CO)C2=O
    9	-25
26. Cc1noc(C)c1S(=O)(=O)Nc1ccc2c(c1)C(=O)N([C@H](C)CO)C[C@H](C)[C@@H](CN(C)CC1CCCCC1)OCCCC[C@@H](C)O2
    10	.
27. C[C@@H]1CCCCO[C@@H](CN(C)C(=O)c2ccncc2)[C@@H](C)CN([C@H](C)CO)C(=O)c2cc(NS(=O)(=O)c3cccs3)ccc2O1
    5	-19
28. C[C@@H]1CN([C@@H](C)CO)C(=O)c2cccc(NC(=O)Nc3ccc4c(c3)OCO4)c2O[C@@H]1CN(C)Cc1ccc(C(=O)Nc2ccccc2N)cc1
    22	54
29. C[C@@H]1CN([C@H](C)CO)C(=O)c2cccc(NC(=O)Nc3ccc(C(F)(F)F)cc3)c2O[C@H]1CN(C)C(=O)Nc1ccc(C(F)(F)F)cc1
    -71	75*
30. COc1ccc(S(=O)(=O)Nc2ccc3c(c2)CC(=O)N([C@H](C)CO)C[C@@H](C)[C@H](CN(C)S(=O)(=O)c2ccc(F)cc2)O3)cc1
    9	-10
31. C[C@H](CO)N1C[C@H](C)[C@@H](CN(C)Cc2ccc(-c3ccccc3)cc2)Oc2c(NC(=O)c3cnccn3)cccc2C1=O
    -8	35
32. C[C@H](CO)N1C[C@H](C)[C@H](CN(C)C(=O)Nc2ccccc2)Oc2ccc(NC(=O)CCCCCC(=O)Nc3ccccc3N)cc2C1=O
    0	-41
33. C[C@H](CO)N1C[C@H](C)[C@H](CN(C)Cc2ccncc2)Oc2ncc(C#CCN(C)C)cc2C1=O
    .	-19
34. C[C@@H]1CN([C@@H](C)CO)C(=O)Cc2cc(NC(=O)Nc3ccc(C(F)(F)F)cc3)ccc2O[C@@H]1CN(C)Cc1ccc(Oc2ccccc2)cc1
    -8	74*
35. COc1ccc(NC(=O)Nc2ccc3c(c2)C(=O)N([C@@H](C)CO)C[C@H](C)[C@H](CN(C)Cc2ccc(Oc4ccccc4)cc2)O3)cc1
    .	-14
36. COc1ccc(NC(=O)N(C)C[C@@H]2Oc3ccc(NC(=O)Nc4ccccc4)cc3C(=O)N([C@@H](C)CO)C[C@@H]2C)cc1
    .	2
37. C[C@@H]1CN([C@H](C)CO)C(=O)CCCn2nncc2CO[C@@H]1CN(C)S(=O)(=O)c1ccc(-c2ccccc2)cc1
    -19	21
38. COc1ccc(S(=O)(=O)N(C)C[C@H]2Oc3ccc(NS(=O)(=O)c4c(C)noc4C)cc3C(=O)N([C@H](C)CO)C[C@H]2C)cc1
    6	19
39. C[C@@H]1CN([C@@H](C)CO)C(=O)c2cc(NC(=O)CCN3CCOCC3)ccc2O[C@H]1CN(C)C(=O)Nc1cccc2ccccc12
    7	-11
40. C[C@@H]1CN([C@H](C)CO)C(=O)CCCn2cc(nn2)CO[C@H]1CN(C)C(=O)c1ccccc1
    -1	-28

Continued, overlapping the part above by 2 compounds.
Below each SMILES: INS-1E rescue	T cruzi HTS
39. C[C@@H]1CN([C@@H](C)CO)C(=O)c2cc(NC(=O)CCN3CCOCC3)ccc2O[C@H]1CN(C)C(=O)Nc1cccc2ccccc12
    7	-11
40. C[C@@H]1CN([C@H](C)CO)C(=O)CCCn2cc(nn2)CO[C@H]1CN(C)C(=O)c1ccccc1
    -1	-28
41. C[C@H](CO)N1C[C@H](C)[C@H](CN(C)S(=O)(=O)c2ccc(Cl)cc2)Oc2ccc(NC(=O)Nc3ccc4c(c3)OCO4)cc2CC1=O
    -12	6
42. Cc1ccc(S(=O)(=O)N(C)C[C@@H]2Oc3ccc(NS(=O)(=O)c4ccc(Cl)cc4)cc3C(=O)N([C@H](C)CO)C[C@@H]2C)cc1
    5	40
43. C[C@@H]1CN([C@@H](C)CO)C(=O)c2cc(NC(=O)CCC(F)(F)F)ccc2O[C@@H]1CN(C)C(=O)Nc1ccc2c(c1)OCO2
    .	11
44. C[C@@H]1CN([C@H](C)CO)C(=O)Cc2cc(NC(=O)CCC(F)(F)F)ccc2O[C@@H]1CN(C)Cc1ccncc1
    6	-35
45. C[C@H](CO)N1C[C@H](C)[C@H](CN(C)Cc2ccc3c(c2)OCO3)Oc2c(NC(=O)C3CCOCC3)cccc2C1=O
    3	-11
46. C[C@H]1CN([C@@H](C)CO)C(=O)c2cccc(NC(=O)c3nc4ccccc4s3)c2O[C@H]1CN(C)S(=O)(=O)c1ccc(Cl)cc1
    2	36
47. C[C@H]1CN([C@@H](C)CO)C(=O)c2cccc(NC(=O)C3CCOCC3)c2O[C@H]1CN(C)Cc1ccc(-c2ccccc2)cc1
    12	8
48. Cc1ccc(S(=O)(=O)N(C)C[C@@H]2Oc3ccc(NC(=O)Cc4cn(C)c5ccccc45)cc3CC(=O)N([C@@H](C)CO)C[C@@H]2C)cc1
    -17	7
49. C[C@@H]1CN([C@@H](C)CO)C(=O)c2cc(NS(C)(=O)=O)ccc2O[C@H]1CN(C)S(=O)(=O)c1cccs1
    1	-6
50. C[C@H]1CN([C@@H](C)CO)C(=O)c2cc(NC(=O)NC3CCCCC3)ccc2O[C@H]1CN(C)Cc1ccc(Oc2ccccc2)cc1
    -34	0
51. C[C@H]1CN([C@@H](C)CO)C(=O)c2cc(NC(=O)NC3CCCCC3)ccc2O[C@H]1CN(C)Cc1ccc(C(=O)O)cc1
    -2	4
52. O=C(CCCCCC(=O)N/N=C/c1cccnc1)NO
    8	-3
53. COc1ccc(S(=O)(=O)N(C)C[C@H]2Oc3ccc(NC(=O)c4ccncc4)cc3C(=O)N([C@@H](C)CO)C[C@@H]2C)cc1
    1	-25
54. COc1ccc(NC(=O)N(C)C[C@@H]2Oc3ccc(NS(=O)(=O)c4ccccc4)cc3C(=O)N([C@H](C)CO)C[C@H]2C)cc1
    -1	5
55. Cc1ccc(S(=O)(=O)N(C)C[C@H]2Oc3ccc(NC(=O)Nc4cccc5ccccc45)cc3C(=O)N([C@H](C)CO)C[C@@H]2C)cc1
    4	-13
56. Cc1ccc(S(=O)(=O)Nc2cccc3c2O[C@@H](CN(C)Cc2ccc(C(=O)Nc4ccccc4N)cc2)[C@H](C)CN([C@H](C)CO)C3=O)cc1
    5	53
57. COc1ccc(NC(=O)N(C)C[C@H]2OCCCC[C@@H](C)Oc3ccc(NC(=O)Nc4ccc5c(c4)OCO5)cc3C(=O)N([C@H](C)CO)C[C@@H]2C)cc1
    7	-3
58. C[C@@H]1CN([C@H](C)CO)C(=O)c2cccc(NC(=O)C3CC3)c2O[C@@H]1CN(C)S(=O)(=O)c1ccccc1
    9	0
59. C[C@@H]1CN([C@H](C)CO)C(=O)c2cc(NC(=O)CCN3CCOCC3)ccc2O[C@H]1CN(C)C(=O)Nc1ccc(C(F)(F)F)cc1
    3	-15
60. C[C@H]1CN([C@@H](C)CO)C(=O)c2cc(NC(=O)C3CC3)ccc2O[C@H]1CN(C)CC1CC1
    -2	-17

Molecules from the list above that have a thiophene ring, fused or not (two):
Below each SMILES: INS-1E rescue	T cruzi HTS
27. C[C@@H]1CCCCO[C@@H](CN(C)C(=O)c2ccncc2)[C@@H](C)CN([C@H](C)CO)C(=O)c2cc(NS(=O)(=O)c3cccs3)ccc2O1
    5	-19
49. C[C@@H]1CN([C@@H](C)CO)C(=O)c2cc(NS(C)(=O)=O)ccc2O[C@H]1CN(C)S(=O)(=O)c1cccs1
    1	-6

Following part.
Below each SMILES: INS-1E rescue	T cruzi HTS
61. C[C@@H]1CN([C@H](C)CO)C(=O)c2cc(NC(=O)c3ccncc3)ccc2O[C@@H]1CN(C)C(=O)Nc1ccc(C(F)(F)F)cc1
    0	-5
62. C[C@@H]1CN([C@H](C)CO)C(=O)c2cccc(NC(=O)CCCCCC(=O)Nc3ccccc3N)c2O[C@H]1CN(C)C(=O)NC1CCCCC1
    0	16
63. C[C@H]1CN([C@@H](C)CO)C(=O)Cc2cc(NS(C)(=O)=O)ccc2O[C@H]1CN(C)Cc1ccc2c(c1)OCO2
    -3	-37
64. COc1cccc(S(=O)(=O)N(C)C[C@@H]2OCc3cnnn3CCCC(=O)N([C@@H](C)CO)C[C@@H]2C)c1
    7	-2
65. C[C@H]1CN([C@@H](C)CO)C(=O)c2cc(NS(=O)(=O)c3cccs3)ccc2O[C@@H]1CN(C)C(=O)Nc1ccc2c(c1)OCO2
    .	1
66. COc1ccc(NC(=O)N(C)C[C@@H]2Oc3ccc(NC(=O)Nc4cccc5ccccc45)cc3C(=O)N([C@@H](C)CO)C[C@@H]2C)cc1
    13	-9
67. Cc1ccc(S(=O)(=O)Nc2ccc3c(c2)CC(=O)N([C@@H](C)CO)C[C@H](C)[C@@H](CN(C)C(=O)Nc2c(C)noc2C)O3)cc1
    -5	-8
